D3 ag = qHTS of D3 Dopamine Receptor Agonist: qHTS; 410,000 compounds, 0.58% hits; max activation, %; D(3) dopamine receptor (Homo sapiens), P35462; D3R DiscoveRx beta-arrestin cells, luminescence, 90 min; in the data active = max activation above about 30%; note: 0% is about no effect; mostly tested at two doses, the higher about 12 µM
Target sequence (P35462 whole entry, looked up): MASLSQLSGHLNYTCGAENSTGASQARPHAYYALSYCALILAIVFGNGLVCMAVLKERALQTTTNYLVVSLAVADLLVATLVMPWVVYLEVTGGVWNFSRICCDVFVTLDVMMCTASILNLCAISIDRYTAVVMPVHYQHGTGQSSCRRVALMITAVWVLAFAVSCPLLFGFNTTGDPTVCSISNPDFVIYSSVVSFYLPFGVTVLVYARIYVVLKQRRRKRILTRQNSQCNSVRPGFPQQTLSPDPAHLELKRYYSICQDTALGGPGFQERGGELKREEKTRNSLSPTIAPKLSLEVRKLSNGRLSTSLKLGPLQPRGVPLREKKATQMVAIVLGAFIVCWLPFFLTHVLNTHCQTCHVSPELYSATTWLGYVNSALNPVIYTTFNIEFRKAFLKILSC
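Cells at 1500/well, incubated overnight, then treated with pinned compounds (dopamine as control) for 90 min at 37 degrees C. DiscoveRx reagent added for 30 - 60 minutes at room temperature; luminescence read.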
EPAC2 antagonist = qHTS for Antagonist of cAMP-regulated guanine nucleotide exchange factor 2 (EPAC2): primary screen; Rap guanine nucleotide exchange factor 4 (Homo sapiens), Q8WZA2; EPAC2 GEF exchange of Rap1B-BODIPY-GDP, fluorescence; Potency, µM (doses to about 114 µM), inactives show at the top dose activity, negative = inhibition, actives largely listed as inhibitors; 360,000 compounds, 0.18% hits; AID 720708, 2013; note: potency is the fitted concentration of half-maximal effect; % is set by controls: 0 for no effect and ±100 for the full control effect; nearly all actives have a fitted effect of over 45% in size; many of its hits are not listed in these tables
CCT modulator = High-Throughput Screening for Modulators of Cytosolic Chaperonin Activity; activity change, % (no concentration beside the values), hits read low; purified chaperonin ATPase assay, HTRF ADP detection, 30 min; 360,000 compounds, 0.3% hits; in the data active = activity change below about -30%; note: % is set by controls: 0 for no effect and ±100 for the full control effect
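First, chaperonin was dispensed at 40 nM or 20 nM final depending on batch activity. Next, compounds were pinned at 76 uM and ATP added at 10 uM. After 30 min at 37 °C, ADP detection reagents ran 30 min at ambient temperature.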
PTHR1 ag = qHTS for PTHR1 Agonists: Primary Screen; Potency, µM (doses to about 115 µM), for inactives: at the top dose activation, hits mostly activators; Parathyroid hormone/parathyroid hormone-related peptide receptor (Homo sapiens), Q03431; 410,000 compounds, 0.075% hits; AID 743266, 2014; HEK293 GP2 PTHR1 cells, GloSensor cAMP luminescence, 1 h; note: potency is the fitted concentration of half-maximal effect; nearly all actives have a fitted effect of over 55% in size; some results filed as inactive show a strong effect at the top dose; inactives centre near -15; many of its hits are not listed in these tables
Target sequence (Q03431 whole entry, looked up): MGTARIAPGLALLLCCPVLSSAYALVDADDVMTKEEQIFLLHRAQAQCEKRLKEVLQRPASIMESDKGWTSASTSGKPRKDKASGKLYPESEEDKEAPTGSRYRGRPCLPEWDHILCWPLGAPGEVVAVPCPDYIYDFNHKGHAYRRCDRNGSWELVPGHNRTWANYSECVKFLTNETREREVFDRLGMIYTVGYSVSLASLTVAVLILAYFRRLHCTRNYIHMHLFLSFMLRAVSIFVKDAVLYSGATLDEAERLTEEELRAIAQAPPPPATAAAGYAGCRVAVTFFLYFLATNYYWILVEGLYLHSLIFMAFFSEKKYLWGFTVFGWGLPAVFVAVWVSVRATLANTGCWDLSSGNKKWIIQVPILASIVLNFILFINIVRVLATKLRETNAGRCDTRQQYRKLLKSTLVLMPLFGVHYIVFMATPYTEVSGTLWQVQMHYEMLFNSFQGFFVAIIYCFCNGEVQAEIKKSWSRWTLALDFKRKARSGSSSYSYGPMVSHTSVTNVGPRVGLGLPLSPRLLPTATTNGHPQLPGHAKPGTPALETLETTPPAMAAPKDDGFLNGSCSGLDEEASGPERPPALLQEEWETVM
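HEK-293-derived GP2 cells expressing PTHR1 and a GloSensor cAMP reporter, 3,000/well, plated overnight, given luciferin plus IBMX (each 0.5 mM as added) for 1 h at 37 °C, then compound for 1 h at 37 °C. Luminescence was read after 15 min at room temperature.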
EPAC2 ag = qHTS for Agonist of cAMP-regulated guanine nucleotide exchange factor 4 (EPAC2): primary screen | Rap guanine nucleotide exchange factor 4 (Homo sapiens), Q8WZA2 | Potency, µM (highest dose often 154 µM), for the others: at the top dose activation, usual class: activators | 360,000 compounds, 0.079% hits | AID 720711, 2013 | EPAC2 activation, biochemical qHTS; response scale: 100% = 6.5 mM cAMP response; note: potency is the fitted concentration of half-maximal effect; nearly all actives have a fitted effect of over 50% in size
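Guanine nucleotide exchange by EPAC2 is measured as reduced fluorescence of BODIPY-GDP once it is released from 250 nM Rap1B. Plates are read kinetically for 30 min at room temperature; results are scaled to 6.5 mM cAMP.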
Mm-Cpn inhibitor = Inhibitors of TCP-1 ring complex (TRiC) of Methanococcus maripaludis (MmCpn): qHTS | Chaperonin Mm-Cpn (Methanococcus maripaludis) | purified Mm-Cpn ATPase, ADP Transcreener TR-FRET | Potency, µM (top dose mostly 76.9 µM), without a hit: at the top dose activity, negative = inhibition, actives largely listed as inhibitors | 330,000 compounds, 0.031% hits; note: potency is the fitted concentration of half-maximal effect; % is set by controls: 0 for no effect and ±100 for the full control effect; nearly all actives have a fitted effect of over 80% in size
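Purified archaeal Mm-CPN (25nM final) preincubated 10 min at 37degC with compound, then 10uM ATP for 30 min at 37degC; ADP measured by HTRF Transcreener TR-FRET; buffer 30 mM TRIS pH 7.4, 100mM KCl, 5mM MgCl2, 1mM DTT.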
DRD3 antagonist = qHTS of D3 Dopamine Receptor Antagonist: qHTS | max response, negative = inhibition, % | D(3) dopamine receptor (Homo sapiens), P35462 | D3R cells, DiscoveRx beta-arrestin luminescence, antagonist mode; hits give low values | 360,000 compounds, 2.5% hits; in the data active = max response below about -50%; inconclusive = no clear call, values can overlap the other calls; note: % is set by controls: 0 for no effect and ±100 for the full control effect; mostly tested at two doses, the higher about 12 µM
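Cells expressing the human receptor were seeded at 1500 cells/well, incubated overnight at 37 degrees C in 5% CO2, then exposed to library compounds with dopamine controls for 90 minutes at 37 degrees C before luminescent detection.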
pAkt inh = HTS Assay for Inhibitors of Akt Phophorylation: Primary Screen; activity change, % for hits at 50 µM; Neuro2A IGF-stimulated pAkt S473 HTRF, 20 min; hits give low values; 360,000 compounds, 0.32% hits; AID 651550, 2012; in the data active = activity change below about -80%; inconclusive = mostly about -51% to -80%; note: % is set by controls: 0 for no effect and ±100 for the full control effect
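Neuro2A cells (4,500/well, DMEM with 0.5% FBS) were treated with compound at a single 50 µM final concentration, stimulated with 6 nM IGF for 20 min at 37 °C, and lysed. Phospho-Akt Ser473 was read by HTRF as 665/615 ratio ×10^4.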
* = called active by the depositor; i = inactive; ? = inconclusive; nt = no result given; & = joins results of further samples; ! = not active in a repeat; [ ] = dose if it differs, or a comment. Unless noted, calls come from the whole dose curve; as a rule, active = well fitted curve in the direction sought with a large enough effect; inconclusive = small, poorly fitted or top-dose-only effect, or another doubt; inactive = no such curve, though single readings can be large; an effect the other way counts as inactive or inconclusive. Some of the compounds tested; the hit share may differ from the screen's.

smiles	D3 ag	EPAC2 antagonist	CCT modulator	PTHR1 ag	EPAC2 ag	Mm-Cpn inhibitor	DRD3 antagonist	pAkt inh
CCOC(=O)c1cnn(-c2ncnc3sc(C)c(C)c23)c1N	-5.1	-2.4%	-1.4	i	9.8%	-1.4%	-2.0	i
CS(=O)(=O)N(Cc1ccccc1)c1ccc(C(=O)Nc2ccccc2C(=O)O)cc1	-4.1	-4.1%	-1.1	-1.7%	-5.8%	1.9%	93.6	i
O=C(NCc1nc2ccccc2[nH]1)c1cccc(S(=O)(=O)N2CCCCC2)c1	-4.6	-1.6%	-3.4	i	6.5%	-0.3%	-8.9	i
CCC(C)[C@H](NC(=O)Nc1ccc2c(c1)OCCO2)C(=O)OC (stereo partly drawn)	7.7	-16.5%	0.6	i	-6.1%	2.6%	10.9	i
Clc1ccc(OCCCCSc2ncccn2)cc1	-4.2	-3.4%	-0.1	-16.8%	8.2%	1.2%	-7.5	i
Cc1ccc(NC(=O)CSc2nnc(-c3ccncc3)o2)cc1	-18.3	-6.8%	-2.3	-8.1%[57.5 µM]	9.1%	-7.4%	-26.5	i
COc1ccc(NC(=S)N(CCN2CCOCC2)C2CCN(C(C)=O)CC2)cc1Cl	-6.1	-9.1%	0.1	-13.5%	9.7%	2.4%	-11.5	i
Cc1ccc(NC(=O)c2ccccc2F)c(NC(=O)c2ccccc2F)c1	-8.6	-3.9%	-0.4	i	19.9%	nt	-18.8	i
Cc1cc(C)nc(NC(=O)C(C)C)n1	7.0	1.5%	-2.4	i	-10.0%	0.0%	20.7	i
c1ccc(CNc2nc(NCc3cccs3)nc3ccsc23)cc1	8.3	-10.8%	0.7	-5.0%	14.0%	nt	25.6	i
COc1c(Cl)cc(-c2noc(C)c2C(=O)NCc2ccc3c(c2)OCO3)cc1Cl	-0.6	9.8%	-1.9	-33.1%[inhibitor]	?	-0.2%	-10.5	i
CC(C)(C)c1ccc(/C=C/C(=O)NC2=NCCS2)cc1	0.7	13.2%	-0.4	-10.3%	-1.3%	?	15.8	i
O=C1COc2ccc(C(=O)COC(=O)c3cnc(Cl)c(Cl)c3)cc2N1	5.8	-6.7%	-2.0	-30.6%[inhibitor]	1.8%	5.3%	-6.9	i
O=C(Cn1c(=S)[nH]c2ccccc2c1=O)NCCc1ccccc1	-6.9	23.6%	1.5	-4.8%	3.7%	-0.6%	-22.4	i
CCn1c(SCC(=O)Nc2ccc(C(=O)OC)cc2)nc2cccnc21	-5.7	7.1%	-0.2	i	-6.2%	-9.3%	8.5	i
Cn1c(SCC(=O)c2c(N)n(C)c(=O)n(C)c2=O)nnc1-c1ccc(F)cc1	1.0	-0.5%	-3.2	i	1.0%	-0.7%	-13.8	i
COc1ccc(NS(=O)(=O)c2ccc(NS(=O)(=O)c3cccc(C(=O)O)c3)cc2)cc1	6.0	-9.4%	-1.1	-1.7%	3.9%	1.6%	9.4	i
O=C(O)c1cccc2c1C(=O)N(c1ccccc1)C2	-10.0	1.1%	-3.2	-2.0%	-3.3%	-0.1%	-5.5	i
COc1ccc(CC(=O)NC(=S)Nc2ccc(S(N)(=O)=O)cc2)cc1	-5.4	-10.9%	-2.1	i	-7.7%	-17.5%	-5.1	i
Cc1ccc(S(=O)(=O)NC(C)(C)CSc2ccccn2)cc1	-11.5	-2.0%	-1.5	-16.1%	-2.5%	2.4%	0.0	i
Cc1cccc(C)c1NC(=O)CS(=O)CC(=O)NCC1OCCc2ccccc21 (stereo not drawn)	-1.9	2.1%	-1.8	-12.6%	9.9%	3.1%	3.3	i
O=S(=O)(NCCc1ccncc1)c1ccc(Br)cc1	0.9	6.4%	-1.8	-5.7%	2.5%	0.8%	1.3	i
O=C(CCCc1nc(-c2ccccc2)no1)NC1CCCC1	3.1	4.0%	-2.7	-18.3%	5.4%	0.2%	16.1	i
COC(=O)C1=C(C)NC(C)=C(C(=O)O[C@@H]2CCCN(Cc3ccccc3)C2)[C@@H]1c1cccc([N+](=O)[O-])c1	-49.0&-18.4	-14.5%	-0.1	-16.1%	19.4%	nt	-5.2	i
Cc1ccc(P(=O)(OCCN2CCOCC2)C(C)(C)C)o1 (stereo not drawn)	-2.4	6.4%	2.9	-7.3%[57.5 µM]	3.1%	-2.4%	-1.8	i
CCN(CC)C(=O)C1=C(C)N(CCC2=CCCCC2)C(=O)C(CC(=O)NC2CCCC2)C1 (stereo not drawn)	3.5	-5.5%	0.4	-8.0%	1.5%	nt	12.0	i
CNC(=S)N(CCc1c(C)[nH]c2ccc(OC)cc12)Cc1ccco1	-3.4	0.8%	0.6	-15.7%	11.2%	4.7%	7.9	i
CC(C)c1nnc(NC(=O)C2CCN(c3nc4ccccc4s3)CC2)s1	5.3	-1.2%	1.4	-19.2%	-7.2%	0.1%	14.9	i
O=C(COC(=O)CNC(=O)c1ccc(Br)cc1)NCCC1=CCCCC1	5.4	-7.2%	-1.3	-1.7%	9.8%	-0.8%	-7.0	i
CNS(=O)(=O)c1ccc(CCC(=O)N2CCN(c3ccccc3OC)CC2)cc1	36.9*	-10.5%	0.0	-52.2%[inhibitor]	3.6%	0.4%	38.8	i
O=C(COC(=O)c1ccccc1NCc1ccco1)Nc1ccc2c(c1)OCO2	-1.8	-4.6%	0.8	i	2.7%	-4.2%	12.4	i
COc1cccc(C(C(=O)NC(C)(C)C)N(C(=O)CCC(=O)Nc2cc(C)on2)C(C)(C)C)c1OC (stereo not drawn)	1.5	13.7%	1.0	6.2%	-0.2%	-0.1%	-22.4	i
COc1ccc(CN2CCC(CO)(Cc3cccc(C(F)(F)F)c3)CC2)cc1Cn1cccn1	-14.4	-3.9%	0.3	-85.6%[inhibitor]	2.4%	-1.8%	13.1	i
Nn1c(SCc2ccc(F)cc2)nnc1-c1cccnc1	5.4	5.3%	-1.0	i	4.6%	3.5%	0.1	i
Cc1nc2cc(Cc3ccccc3)ccc2o1	2.9	-7.0%	-0.4	-33.0%	-5.8%	nt	3.7	i
COc1ccc(CNC(=O)c2c(O)c3cc(OC)c(OC)cc3[nH]c2=O)cc1OC	4.8	-3.8%	0.0	i	4.6%	-5.4%	12.4	i
C=CCOc1cc(C)nc(-c2ccccc2O)n1	2.4	-2.6%	-0.7	-4.9%[57.5 µM]	-9.4%	-0.1%	42.7	i
COc1cccc2cc(C(=O)N3CCC(C)CC3)c(=O)oc12	2.3	-9.1%	-1.4	-16.3%	2.4%	-0.7%	-10.9	i
CCOc1ccccc1N(C)S(=O)(=O)c1ccc2[nH]cc(C(=O)N(CCOC)CCOC)c(=O)c2c1	3.7	10.5%	0.9	-2.4%	-5.1%	1.4%	0.6	i
O=C(Nc1cccc2ncccc12)c1cc(Br)ccc1Cl	2.4	5.0%	1.3	i	10.7%	-0.3%	-1.3	i
Cc1cc2cc(C#N)c(N3CCN(S(C)(=O)=O)CC3)nc2cc1C	2.4	-1.6%	1.7	-61.9%[inhibitor]	-9.4%	-5.5%	-18.6	i
O=C(NNC(=O)C1CCCCC1)c1ccc(Br)cc1	0.2	-3.8%[57.1 µM]	-8.8	-15.9%	12.3%	0.8%	1.6	i
CCC(=O)Nc1cccc(-c2ccc(N3CCC(C)CC3)nn2)c1	-0.4	-1.9%	-3.8	-47.3%[inhibitor]	9.0%	-0.1%	-21.0	i
CSc1cccc(N2CC(C(=O)Nc3ccccc3N3CCCC3)CC2=O)c1 (stereo not drawn)	-3.6	13.8%	0.5	-18.5%	1.5%	0.4%	5.0	i
CC(NC(=O)Cc1ccc(S(=O)(=O)N2CCOCC2)s1)c1ccc(Cl)cc1Cl (stereo not drawn)	-5.0	-8.5%	-1.3	-27.2%	1.8%	nt	4.5	i
CCCCNC(=O)Nc1cc(C(=O)OC)ccc1Cl	1.2	1.3%	2.1	-20.6%	0.0%	1.5%	-7.6	i
Fc1ccc(F)c(CNc2ncnc3cc(Cl)ccc23)c1	5.5	-13.7%	-0.4	-31.7%[inhibitor]	1.4%	-0.1%	9.6	i
Cc1cc(C)n(CCCNCC(O)c2ccccc2)n1 (stereo not drawn)	-27.3&-0.7	4.8%&3.1%	-2.2&0.0	-16.7%	3.1%&-7.2%	?	-64.2*!	i
CCCCC1CC(CSc2ncn[nH]2)OC1=O (stereo not drawn)	1.0	3.0%	-1.4	i	3.4%	1.3%	11.6	i
C/C(Cc1ccccc1)=N\NC(=O)CNC(=O)c1ccccc1Cl	1.7	3.5%	0.9	-23.3%	-2.9%	-0.7%	-7.5	i

Remaining list, next part.
smiles	D3 ag	EPAC2 antagonist	CCT modulator	PTHR1 ag	EPAC2 ag	Mm-Cpn inhibitor	DRD3 antagonist	pAkt inh
COc1ccc(CN2CCNC(=O)C2CC(=O)NC2Cc3ccccc3C2)c(OC)c1 (stereo not drawn)	3.7	-2.3%	-0.7	i	3.4%	1.7%	5.8	i
CN(C)CCNC(=O)C(=O)NCC1OCCN1S(=O)(=O)c1cc(F)ccc1F (stereo not drawn)	2.7	0.3%	-2.3	-6.3%	-4.6%	0.6%	4.6	i
CC(=O)c1c(C(C)=O)c(C)n(-c2ccc3ncccc3c2)c1C	-9.0	1.1%	0.2	-5.5%	4.4%	-4.7%	-20.3	i
COC(=O)C1(C(=O)OC)C[C@H](/C=C/c2ccccc2)N(Cc2ccccc2OC)[C@@H]1c1ccc(F)cc1	-2.5	8.5%	nt	-14.9%	-1.9%	nt	6.3	i
